Screens from PubChem BioAssay.
Pol eta inh: DNA polymerase eta (human) inhibition | recombinant Pol eta, fluorescent DNA replication assay | Potency, µM (highest dose often 114 µM), inactives show at the highest dose activity change, negative = inhibition, most hits filed as inhibitors | actives 1.2% (n = 390,000); note: % is set by controls: 0 for no effect and ±100 for the full control effect
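Fluorescent replication assay: 50 nM final substrate added after a 15 min room-temperature compound preincubation with 10 nM enzyme. Signal taken at 0 min and again at 10 min.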
APE1 inh: blocks human APE1 abasic DNA cleavage | P27695 | recombinant APE1, TAMRA/BHQ-2 abasic DNA cleavage fluorescence | Potency, µM (series often up to 65.8 µM), inactives show at the highest dose activity change, negative = inhibition, actives largely listed as inhibitors | actives 0.35% (n = 350,000);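 note: plate controls were vehicle for no effect and reference inhibitor for full effect; nearly all actives have a fitted effect of over 55% in size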
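Enzyme (0.75 nM final) and test compound are incubated 15 min at room temperature before adding 50 nM quenched THF abasic-site duplex. Cleavage dequenches TAMRA, followed at 525/598 nm over three reads one minute apart.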
G9a inh: blocks human histone lysine methyltransferase G9a; actives 8.8% (n = 350,000); Potency, µM (top dose mostly 102 µM), for the others: at the top dose activity, negative = inhibition, usual class: inhibitors; G9a H3K9 monomethylation, AlphaScreen, 2 h; Q96KQ7; note: % is set by controls: 0 for no effect and ±100 for the full control effect; nearly all actives have a fitted effect of over 75% in size
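Readings reflect AlphaScreen signal from monomethyl-H3K9 antibody detection. HMT at 20 nM; substrate b-H3K9 500 nM; cofactor SAM 20 uM; 2 h RT reaction; compounds tested as titrations in qHTS with 15 min preincubation.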
Pol kappa inh: DNA polymerase kappa (human) inhibition; purified Pol kappa, fluorescent DNA synthesis assay, 10 min; Q9UBT6; AID 588579; actives 0.53% (n = 400,000); Potency, µM (series often up to 107 µM), without a hit: top-dose activity, negative = inhibition, actives largely listed as inhibitors; note: % is set by controls: 0 for no effect and ±100 for the full control effect
Target sequence (Q9UBT6 whole entry, looked up): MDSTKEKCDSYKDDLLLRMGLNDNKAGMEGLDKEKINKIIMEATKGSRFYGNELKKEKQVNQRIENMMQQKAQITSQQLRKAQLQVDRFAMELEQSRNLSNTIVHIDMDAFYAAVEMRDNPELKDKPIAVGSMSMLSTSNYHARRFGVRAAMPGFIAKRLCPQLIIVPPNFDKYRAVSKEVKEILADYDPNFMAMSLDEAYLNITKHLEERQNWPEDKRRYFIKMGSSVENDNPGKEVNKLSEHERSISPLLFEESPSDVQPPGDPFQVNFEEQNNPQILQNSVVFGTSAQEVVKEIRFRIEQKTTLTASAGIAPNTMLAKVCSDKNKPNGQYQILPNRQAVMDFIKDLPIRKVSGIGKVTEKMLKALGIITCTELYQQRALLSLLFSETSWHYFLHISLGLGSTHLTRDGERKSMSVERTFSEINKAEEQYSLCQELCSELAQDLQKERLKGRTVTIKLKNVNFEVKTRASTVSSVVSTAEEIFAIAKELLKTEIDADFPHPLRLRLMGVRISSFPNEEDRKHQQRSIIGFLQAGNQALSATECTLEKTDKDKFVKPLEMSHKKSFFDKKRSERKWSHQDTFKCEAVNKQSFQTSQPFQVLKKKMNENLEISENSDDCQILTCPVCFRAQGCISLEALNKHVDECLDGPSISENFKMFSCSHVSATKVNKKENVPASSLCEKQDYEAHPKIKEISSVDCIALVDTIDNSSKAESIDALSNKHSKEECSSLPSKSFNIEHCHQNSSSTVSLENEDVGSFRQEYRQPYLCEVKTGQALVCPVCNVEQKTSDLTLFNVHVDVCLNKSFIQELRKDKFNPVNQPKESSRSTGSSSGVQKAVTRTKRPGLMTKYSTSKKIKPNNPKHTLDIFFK
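10 nM Pol kappa preincubated 15 min at room temperature with compounds, then reaction started with substrate at 50 nM final. Fluorescence read kinetically at 0 and 10 min; buffer-only wells served as negative control.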
Pol iota inh: inhibitors of human DNA polymerase iota | Q9UNA4 | Pol iota fluorescent replication assay, 10 min | Potency, µM (series often up to 115 µM), for the others: at the top dose activity, negative = inhibition, hits mostly inhibitors | actives 1% (n = 390,000)
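Fluorescent replication assay read twice, at 0 min and 10 min after adding 50 nM (final) substrate. Enzyme (10 nM) and compounds were first incubated 15 min at room temperature; enzyme-free buffer wells were negative controls.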
BLM inh: inhibitors of human Bloom syndrome helicase BLM; actives 0.2% (n = 350,000); recombinant BLM DNA unwinding, fluorescence dequenching; AID 2528; Potency, µM (titrated, usually from 56.1 µM), for inactives: top-dose activity change, negative = inhibition, hits mostly inhibitors;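 note: plate controls were vehicle for no effect and no enzyme for full effect; nearly all actives have a fitted effect of over 35% in size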
JMJD2A Tudor inh: JMJD2A Tudor domain (human) inhibition; actives 4.4% (n = 390,000); Potency, µM (doses to about 114 µM), for inactives: at the highest dose activity change, negative = inhibition, hits mostly inhibitors; AlphaScreen JMJD2A-Tudor / H3K4me3 peptide binding; note: % is set by controls: 0 for no effect and ±100 for the full control effect; nearly all actives have a fitted effect of over 50% in size
BAZ2B block: inhibitors of human BAZ2B bromodomain; Q9UIF8; AlphaScreen BAZ2B-H3K14Ac peptide displacement; AID 504333; actives 4.4% (n = 360,000); Potency, µM (doses to about 114 µM), inactives show top-dose activity change, negative = inhibition, most hits filed as inhibitors; note: % is set by controls: 0 for no effect and ±100 for the full control effect; nearly all actives have a fitted effect of over 60% in size
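Multi-concentration screen (max 110 uM) measuring displacement of acetylated histone H3 peptide from BAZ2B by AlphaScreen, using 50 nM protein, 50 nM peptide and 10 ug/mL streptavidin donor plus Ni-chelate acceptor beads.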
POLB inh: inhibitors of human DNA polymerase beta | Potency, µM (top dose mostly 114 µM), for inactives: at the highest dose activity change, negative = inhibition, hits mostly inhibitors | P06746 | actives 1.3% (n = 340,000) | AID 485314 | Pol beta primer extension/strand displacement, fluorescence kinetic; note: % is set by controls: 0 for no effect and ±100 for the full control effect
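Reaction started by 50 nM substrate onto compound-treated Pol beta (10 nM, 15 min preincubation, room temperature); plates read at 0 min and 10 min. Normalized concentration-effect data fitted by four-parameter Hill equation.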
The depositor's hits bear a star; ? = inconclusive; / = no result given; [ ] = remark or other dose. Calls come from the whole dose curve; as a rule, active = well fitted curve in the direction sought with a large enough effect; inconclusive = small, poorly fitted or top-dose-only effect, or another doubt; inactive = no such curve, though single readings can be large; an effect the other way counts as inactive or inconclusive. Potency is the fitted concentration of half-maximal effect. The list is partial (hit frequency here may not be typical).

SMILES | Pol eta inh | APE1 inh | G9a inh | Pol kappa inh | Pol iota inh | BLM inh | JMJD2A Tudor inh | BAZ2B block | POLB inh
Cc1ccc(C(=O)OCC(=O)Nc2nc(-c3ccccc3)cs2)cc1NC(=O)c1ccco1 | 4% | 7% | -1% | -5% | 73%[activator] | -7% | -13% | -19% | 0%
O=C(COC(=O)/C=C/c1ccc(OC(F)F)cc1)Nc1ccc2[nH]c(=O)[nH]c2c1 | -15% | -16% | / | -1% | 64%[activator] | / | -4% | / | /
COc1ccc(C(=O)Nc2cccc(-c3cnc4ccccc4n3)c2)cc1 | ? | -3% | 40% | -13% | 2% | -5% | -8% | 10% | 10%
CCOC(Cn1ccc(=O)[nH]c1=O)OCC | -11% | 25% | / | -2% | 32% | -2% | -2% | -3% | 10%
O=C(COc1ccc(S(=O)(=O)N2CCCCC2)cc1)NC1CCCCC1 | -9% | -1% | -4%[12.7 µM] | -19% | 2% | 0% | -10% | 1% | -18%
CN(CC(=O)Nc1cccc(F)c1)C(=O)c1csc2c1CCCC2 | -20% | 29% | -18%[0.501 µM] | -3% | -1% | / | -10% | 3% | /
CCOC(=O)C1(CCc2ccccc2)CCN(C(=O)CCc2cnccn2)CC1 | -20% | 7% | ? | 19% | 22% | -5% | -4% | -18% | 3%
O=C1CN(C(=O)CSc2nc(-c3ccc(Cl)cc3)cs2)c2ccccc2N1 | -14% | -3% | -21% | -6% | -26% | -7% | -29% | -30% | 3%
O=C(NCc1ccccc1)C1=C[C@H](c2ccc(C(F)(F)F)cc2)C[C@H](OCc2ccc(CO)cc2)O1 | -27% | -5% | ? | 4% | 11% | -10% | -12% | -6% | -10%
CCNC(=O)c1cc(Br)ccc1Cl | -4% | 5% | 15% | -11% | 4% | -2% | -13% | 6% | 20%
O=C(Nc1ccc([N+](=O)[O-])cc1)c1ccc(Cn2cc([N+](=O)[O-])cn2)cc1 | -10% | ? | -23% | -12% | -9% | -9% | -3% | -12% | -20%
Cc1ccc(NC(=O)Cc2c(Cl)cccc2Cl)cc1S(=O)(=O)N(C)C | ? | -5% | -11%[59 µM] | -5% | 9% | -7% | -25% | 0% | 2%
COc1ccc(CN(C)C(=O)Cc2c[nH]c3ccccc23)cc1 | -17% | 44% | 15%[2.33 µM] | -2% | 34%[activator] | -3% | -22% | -17% | 0%
CC(C)N(C(=O)[C@H]1C[C@H](CC(=O)NCc2cccc(C(F)(F)F)c2)C(=O)N2CCc3c([nH]c4ccc(Cl)cc34)[C@]12C)C(C)C | ? | -20% | / | -7% | 24% | / | ? | / | /
CCOC(=O)C1CCCNC1=O (stereo not given) | -14% | 5% | / | 2% | -5%[58.9 µM] | -3% | 0% | 1% | -2%
O=C(/C=C/c1cccs1)c1ccc(NC(=O)c2ccccc2F)cc1 | -7% | 1% | -25% | -4% | ? | -7% | -13% | -27% | -3%
COc1cccc2c(=O)n(CC(=O)N3CCCCCC3)ccc12 | -12% | 2% | ? | 3% | 24% | 2% | -5% | -14% | -18%
C=CCN1C(=O)C(CC(=O)NCC)SC1=Nc1cc(Cl)ccc1Cl (stereo not given) | -18% | 27% | 10% | -8% | 23% | -5% | -21% | -3% | 49%
Cn1c(Oc2ccc(F)cc2F)c(C=O)c2ccccc21 | -6% | -2% | 34% | 0% | 40%[activator] | -2% | 27% | 8% | 0%
Cc1nc(NS(=O)(=O)c2ccccc2)sc1NC(=O)Nc1ccc(Cl)cc1 | 6% | -3% | -26%[12.7 µM] | -2% | 0% | -11% | ? | 50µM* | -7%
COc1cc(Br)cc(CN2CCN(C/C=C/c3ccccc3)CC2)c1O | -16% | -7% | 40µM* | -16% | -9% | -2% | ? | 40µM* | 19%
Cc1cccc(-c2nc3scc(CCNS(=O)(=O)c4ccc5c(c4)OCCO5)n3n2)c1 | -24% | / | -21%[59 µM] | -7%[60.1 µM] | -6% | 1% | -4% | -2% | -26%
CCOC(=O)C1(Cc2ccc(OC)cc2)CCN(C(=O)c2ccc3[nH]ccc3c2)CC1 | -20% | -1% | ? | -8% | -7% | -13% | ? | -30% | -1%
CCN1C(=O)N(CN2CCOCC2)C2C1N(CN1CCOCC1)C(=O)N2CC (stereo not given) | -11% | -5% | -24%[2.33 µM] | -5% | 3% | -2% | 3% | 5% | -27%
Cc1ccccc1CN1CCN(CC(=O)NCc2ccccn2)C1=O | -10% | 0% | 6%[59 µM] | -8% | 5% | 1% | -17% | 11% | -13%
O=[N+]([O-])c1ccc(-c2cn3c(n2)CCC3)cc1 | -1% | -4% | -44% | -12% | 16% | -1% | -22% | ? | -15%
COCCNC(=O)C(c1cccs1)N(C(=O)Cn1nnc2ccccc21)c1ccc2c(c1)OCO2 (stereo not given) | -8% | 6% | 14% | 4% | -4% | -3% | 3% | -6% | -1%
CCCCOc1ccc(C(=O)NCC(=O)N2CC(C)CC(C)C2)cc1 (stereo not given) | -12% | 4% | -3%[2.33 µM] | 9% | 18% | / | -18% | 2% | /
Cc1cc(C(=O)CCC(=O)N(C)CC(=O)Nc2ccccc2Br)c(C)s1 | 0% | -2% | 3% | -5% | 4% | / | -28% | 8% | /
COc1cccc(CN2CCN(c3ccc(F)cc3)C2=O)c1 | -14% | 6% | 78%[activator] | 11% | 3% | 1% | 11% | 72%[activator] | -1%

A second format for 13 compounds above:
Values run as follows: Pol eta inh | APE1 inh | G9a inh | Pol kappa inh | Pol iota inh | BLM inh | JMJD2A Tudor inh | BAZ2B block | POLB inh
- CCOC(=O)C1CCCNC1=O (stereo not given)
→ -14% | 5% | / | 2% | -5%[58.9 µM] | -3% | 0% | 1% | -2%
- O=C(/C=C/c1cccs1)c1ccc(NC(=O)c2ccccc2F)cc1
→ -7% | 1% | -25% | -4% | ? | -7% | -13% | -27% | -3%
- COc1cccc2c(=O)n(CC(=O)N3CCCCCC3)ccc12
→ -12% | 2% | ? | 3% | 24% | 2% | -5% | -14% | -18%
- C=CCN1C(=O)C(CC(=O)NCC)SC1=Nc1cc(Cl)ccc1Cl (stereo not given)
→ -18% | 27% | 10% | -8% | 23% | -5% | -21% | -3% | 49%
- Cn1c(Oc2ccc(F)cc2F)c(C=O)c2ccccc21
→ -6% | -2% | 34% | 0% | 40%[activator] | -2% | 27% | 8% | 0%
- Cc1nc(NS(=O)(=O)c2ccccc2)sc1NC(=O)Nc1ccc(Cl)cc1
→ 6% | -3% | -26%[12.7 µM] | -2% | 0% | -11% | ? | 50µM* | -7%
- COc1cc(Br)cc(CN2CCN(C/C=C/c3ccccc3)CC2)c1O
→ -16% | -7% | 40µM* | -16% | -9% | -2% | ? | 40µM* | 19%
- Cc1cccc(-c2nc3scc(CCNS(=O)(=O)c4ccc5c(c4)OCCO5)n3n2)c1
→ -24% | / | -21%[59 µM] | -7%[60.1 µM] | -6% | 1% | -4% | -2% | -26%
- CCOC(=O)C1(Cc2ccc(OC)cc2)CCN(C(=O)c2ccc3[nH]ccc3c2)CC1
→ -20% | -1% | ? | -8% | -7% | -13% | ? | -30% | -1%
- CCN1C(=O)N(CN2CCOCC2)C2C1N(CN1CCOCC1)C(=O)N2CC (stereo not given)
→ -11% | -5% | -24%[2.33 µM] | -5% | 3% | -2% | 3% | 5% | -27%
- Cc1ccccc1CN1CCN(CC(=O)NCc2ccccn2)C1=O
→ -10% | 0% | 6%[59 µM] | -8% | 5% | 1% | -17% | 11% | -13%
- O=[N+]([O-])c1ccc(-c2cn3c(n2)CCC3)cc1
→ -1% | -4% | -44% | -12% | 16% | -1% | -22% | ? | -15%
- COCCNC(=O)C(c1cccs1)N(C(=O)Cn1nnc2ccccc21)c1ccc2c(c1)OCO2 (stereo not given)
→ -8% | 6% | 14% | 4% | -4% | -3% | 3% | -6% | -1%

(next part)
SMILES | Pol eta inh | APE1 inh | G9a inh | Pol kappa inh | Pol iota inh | BLM inh | JMJD2A Tudor inh | BAZ2B block | POLB inh
O=C(O)CCSc1ncnc2sc(-c3ccccc3)cc12 | -17% | 18% | / | -3% | 13% | -1% | -19% | -14% | 35%[activator]
CC1CCC(NC(=O)CCS(=O)(=O)c2ccc3c(c2)oc(=O)n3C)CC1 (stereo not given) | -1% | 9% | 2% | -1% | 37% | 0% | -14% | -14% | 31%
N#CCCN(Cc1cccnc1)C(=O)Nc1cccc(Cl)c1 | -15% | ? | -11% | 0% | 5% | 1% | -13% | -4% | 6%
C/C(=N\NC(=S)Nc1ccc(F)cc1)C1CC1 | -4% | -3% | ? | -9% | ? | -5% | 28µM* | -35% | 15%
CC(C)c1ccc(N2C(=O)CSC23C(=O)N(C)c2ccccc23)cc1 (stereo not given) | -11% | / | -44%[59 µM] | 0% | 15% | -3% | -10% | -19% | 11%
COc1ccc([C@H](NC(=O)OC(C)(C)C)C(=O)OC(C)(C)C)cc1 | -17% | -5% | 13%[0.501 µM] | -8% | 29% | / | -9% | -1% | /
CCCN1CNC(=S)N(CC2CCCO2)C1 (stereo not given) | -2% | 12% | -22%[59 µM] | 2% | 202%[activator] | 1% | -7% | 36%[activator] | 19%
COC1(OC)C(=N/O)/C(=N\O)CCC1O (stereo not given) | -9% | 7% | 11µM* | -2% | 39%[activator] | -4% | -31% | ? | 22%
O=C(Nc1ccc(N2CCCCC2)cc1)c1cc([N+](=O)[O-])cc([N+](=O)[O-])c1 | -6% | -1% | 8% | 7% | 64%[activator] | -3% | -15% | -16% | 7%
Cc1ccc(S(=O)(=O)N2CCN(C(=O)Cc3ccccc3)CC2)cc1C | 6% | 27% | ? | 5% | 7% | / | -21% | 5% | /
CN(Cc1ccccc1)C(=O)c1ccc(NC(=O)Cc2ccc(NC(=O)C3CCN(C(=O)CCc4ccccc4)CC3)cc2)cc1 | -10% | / | / | -7% | ? | / | -21% | / | /
CC(C)(C)NC(=O)CCN1CCOCC1 | -5% | 0% | 16%[12.7 µM] | 2% | -2% | 3% | 1% | 9% | 30%
COc1ccc(S(=O)(=O)N2CCOCC2)cc1NC(=O)COC(=O)C1COc2ccccc2O1 (stereo not given) | -15% | -4% | 20%[59 µM] | -2% | 12% | 0% | -13% | 0% | -13%
